KCNH2 WT inh: KCNH2 (human, wildtype) channel inhibition; AID 720551; U2OS, BacMam KCNH2, thallium flux FluxOr; active compounds read low; activity change, % at 1.84 µM; Q12809; 340,000 compounds, 0.37% hits;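 active = maximum activity change below -70%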
Target sequence (Q12809 whole entry, looked up): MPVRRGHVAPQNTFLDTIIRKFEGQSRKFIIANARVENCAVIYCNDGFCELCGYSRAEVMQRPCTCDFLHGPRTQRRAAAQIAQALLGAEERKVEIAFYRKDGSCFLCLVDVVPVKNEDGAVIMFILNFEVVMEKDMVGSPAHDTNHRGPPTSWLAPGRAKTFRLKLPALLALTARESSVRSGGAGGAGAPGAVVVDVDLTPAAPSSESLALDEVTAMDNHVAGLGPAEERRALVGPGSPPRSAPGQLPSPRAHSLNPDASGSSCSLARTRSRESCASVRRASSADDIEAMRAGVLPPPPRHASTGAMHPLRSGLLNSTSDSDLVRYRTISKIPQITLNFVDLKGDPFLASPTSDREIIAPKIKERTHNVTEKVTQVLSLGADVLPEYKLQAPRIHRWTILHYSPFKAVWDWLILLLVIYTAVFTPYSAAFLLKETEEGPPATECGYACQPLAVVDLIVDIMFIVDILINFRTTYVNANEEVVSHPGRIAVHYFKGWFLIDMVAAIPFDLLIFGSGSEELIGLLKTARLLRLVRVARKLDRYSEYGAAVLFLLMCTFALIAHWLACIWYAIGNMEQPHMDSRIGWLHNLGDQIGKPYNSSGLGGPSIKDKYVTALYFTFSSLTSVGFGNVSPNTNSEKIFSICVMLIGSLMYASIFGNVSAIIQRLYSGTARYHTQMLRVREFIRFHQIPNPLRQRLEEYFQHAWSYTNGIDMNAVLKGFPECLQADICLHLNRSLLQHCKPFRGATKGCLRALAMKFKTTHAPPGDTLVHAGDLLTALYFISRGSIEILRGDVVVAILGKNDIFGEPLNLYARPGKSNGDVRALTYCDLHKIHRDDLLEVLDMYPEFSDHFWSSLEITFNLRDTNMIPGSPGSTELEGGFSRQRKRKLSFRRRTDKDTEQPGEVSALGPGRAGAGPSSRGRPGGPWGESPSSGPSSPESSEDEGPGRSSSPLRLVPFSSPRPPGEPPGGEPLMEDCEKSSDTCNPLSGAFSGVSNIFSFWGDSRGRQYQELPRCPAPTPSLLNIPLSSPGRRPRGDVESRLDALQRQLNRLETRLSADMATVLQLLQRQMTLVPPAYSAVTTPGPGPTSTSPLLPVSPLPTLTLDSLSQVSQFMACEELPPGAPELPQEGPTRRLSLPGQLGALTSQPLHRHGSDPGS
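U2OS cells transduced with wild-type KCNH2 virus are loaded with FluxOr dye for 45 min, and thallium flux is measured in kinetic reads before and after stimulation buffer. Rate constants are normalized to DMSO controls.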
KCNH2 3.1 inh: blocks the human KCNH2 3.1 channel isoform; activity change, % (tested at about 1.8 µM); 340,000 compounds, 0.95% hits; U2OS KCNH2 3.1, thallium flux FluxOr; active compounds read low;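 active = maximum activity change below -70%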;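 note: thallium influx rate constant from kinetic fluorescence after stimulation buffer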
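Thallium flux read-out: FluxOr dye with Red40 quencher in HBSS/HEPES, 45 min at RT. Rate constants from kinetic reads were normalized to positive and negative DMSO controls. Cells: U2OS virally expressing the 3.1 isoform.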
* = called active by the depositor. % is set by controls: 0 for no effect and ±100 for the full control effect. This is a subset (hit frequency here may not be typical).

cpd | canonical_smiles | KCNH2 WT inh | KCNH2 3.1 inh
1 | C[C@H]1CN([C@@H](C)CO)S(=O)(=O)c2ccc(/C=C/c3ccccc3)cc2O[C@H]1CN(C)C(=O)NC1CCCCC1 | -7 | 18
2 | N#CCCN(C(=S)Nc1ccc(Cl)c(Cl)c1)C1CCCCC1 | -1 | -8
3 | Cc1ccc([C@@H]2C[C@H]3[C@@H](CN2S(=O)(=O)c2ccc(C)cc2)C(=O)C[C@@H](c2cccc(Cl)c2)N3S(=O)(=O)c2ccc(C)cc2)cc1 | -2 | 12
4 | CC(=O)n1cc(C2CC(=O)OC3=C2CC(=O)C(C)(C)C3)c2ccccc21 (stereo not given) | -14 | 5
5 | CSc1ncnc2c1ncn2CCCN1CCN(Cc2cccc3ccccc23)CC1 | 5 | -33
6 | Cc1ccc(-c2ccc(CN3C(C(C)C)C(=O)N(Cc4cn(CCC5OCCCO5)nn4)CCS3(=O)=O)cc2)cc1 (stereo not given) | 5 | -5
7 | O=C(CC(CC(=O)c1ccccc1)c1ccco1)c1ccccc1 | -11 | -1
8 | O=C(c1cc(C2CC2)nn1-c1ccccc1)N1CCN(Cc2ccccc2)CC1 | 24 | 9
9 | CCOc1ccc(S(=O)(=O)N2CCOCC2)cc1NC(=O)CCN1C(=O)NC2(CCCC2)C1=O | -18 | -4
10 | COCOCCn1cc(CN2CCS(=O)(=O)N(Cc3ccc(-c4ccc(OC)c(OC)c4)cc3)C(CC(C)C)C2=O)nn1 (stereo not given) | -6 | -3
11 | CCN1C(=O)[C@H]2[C@@H](c3ccc(C)cc3)N[C@]3(CCCN(Cc4ccccc4)C3=O)[C@H]2C1=O | -8 | 5
12 | C#CCn1cc2c(c1-c1ccccc1)c(=O)n(C)c(=O)n2C | 12 | -16
13 | CC1CCCN(C(=O)c2cccc(S(=O)(=O)NCc3ccccc3)c2)C1 (stereo not given) | -10 | 2
14 | CCN(CC)C(=O)C(c1ccccc1)S(=O)(=O)N1CCOCC1 (stereo not given) | 1 | 2
15 | CCOC(=O)C(CC1=CS(=O)(=O)c2ccc(Cl)cc21)(NC(C)=O)C(=O)OCC | -6 | -13
16 | O=C(CCNC(=O)C1CCN(S(=O)(=O)c2ccc(F)cc2)CC1)NCc1ccccn1 | -5 | -6
17 | CC(C)CC1C(=O)N(Cc2cn(CCC3OCCO3)nn2)CCS(=O)(=O)N1Cc1ccc(-c2ccc(Cl)c(Cl)c2)cc1 (stereo not given) | 13 | -5
18 | CCCCN1C(=O)C(CC(=O)NCc2cccs2)CC(C(=O)N2CCOCC2)=C1C (stereo not given) | -3 | 5
19 | COc1ccc(CN2CCNC(=O)C2CC(=O)N(C)C2CCCCC2)cc1OC (stereo not given) | 2 | 3
20 | COc1cccc(CN(C)CCCn2cnc3c(SC)ncnc32)c1 | 4 | 3
21 | Cn1c(CC(O)c2nc3ccccc3n2C)nc2ccccc21 (stereo not given) | -13 | 14
22 | COc1ccc(CN(C)C(=O)CNC(=O)c2sc3ccccc3c2Cl)c(OC)c1 | -15 | 8
23 | Cc1noc(C)c1S(=O)(=O)Nc1ccc2c(c1)C(=O)N([C@@H](C)CO)C[C@H](C)[C@@H](CN(C)Cc1ccc(C(F)(F)F)cc1)OCCCC[C@H](C)O2 | -5 | -7
24 | CCOC(=O)C(=O)NCC1CCCN1S(=O)(=O)c1cccs1 (stereo not given) | -16 | -2
25 | C[C@@H]1CN([C@@H](C)CO)C(=O)c2cc(Br)cnc2O[C@H]1CN(C)C(=O)C1CCCCC1 | -9 | 12
26 | Cc1ccc(Cl)cc1NCN1C(=O)c2ccccc2C1=O | -6 | -6
27 | COc1ccc(NC(=O)COC(=O)c2ccc(S(=O)(=O)N3CC(C)CC(C)C3)cc2)cc1OC (stereo not given) | -11 | -12
28 | CC(=O)N1c2ccc(S(=O)(=O)NCCC(=O)Nc3ccc(Cl)cc3)cc2CC1C (stereo not given) | -4 | -4
29 | CCOC(=O)C1CCN(C(=O)c2ccc(NS(=O)(=O)c3ccc4[nH]c(=O)[nH]c4c3)cc2)CC1 | 0 | -12
30 | C#CCN(C[C@H]1[C@H](OC(=O)NCc2ccccc2F)[C@H](OC(=O)NCc2ccccc2F)C[C@@H](C(=O)OC)[C@H]1C(=O)OC)S(=O)(=O)c1ccc(C)cc1 | -9 | -24
31 | O=C(Cc1ccccc1F)Nc1cc(S(=O)(=O)N2CCCCC2)ccc1N1CCOCC1 | 0 | -12
32 | Nc1ccn(CCCNCC(c2ccccc2)c2ccccc2)c(=O)n1 | 3 | -28
33 | CCOc1ccc(NC(=O)CN2CCN(c3ccc(F)cc3)CC2)cc1S(=O)(=O)N1CCCC1 | -2 | 2
34 | CC1=C(C(=O)N2CCOCC2)CC(CC(=O)NCc2ccco2)C(=O)N1Cc1ccc(C(C)(C)C)cc1 (stereo not given) | 23 | -7
35 | O=C(OCc1cn([C@H]2CN(Cc3cccs3)[C@@H](c3ccccc3)C[C@@H]2O)nn1)c1ccccc1 | -22 | 0
36 | CC1(C)CC(=O)C=C(c2ccc(CO)cc2)C1=O | -8 | 6

Reformatted with one line to a screen: entries from further up.
19) COc1ccc(CN2CCNC(=O)C2CC(=O)N(C)C2CCCCC2)cc1OC (stereo not given)
20) COc1cccc(CN(C)CCCn2cnc3c(SC)ncnc32)c1
21) Cn1c(CC(O)c2nc3ccccc3n2C)nc2ccccc21 (stereo not given)
22) COc1ccc(CN(C)C(=O)CNC(=O)c2sc3ccccc3c2Cl)c(OC)c1
23) Cc1noc(C)c1S(=O)(=O)Nc1ccc2c(c1)C(=O)N([C@@H](C)CO)C[C@H](C)[C@@H](CN(C)Cc1ccc(C(F)(F)F)cc1)OCCCC[C@H](C)O2
24) CCOC(=O)C(=O)NCC1CCCN1S(=O)(=O)c1cccs1 (stereo not given)
25) C[C@@H]1CN([C@@H](C)CO)C(=O)c2cc(Br)cnc2O[C@H]1CN(C)C(=O)C1CCCCC1
26) Cc1ccc(Cl)cc1NCN1C(=O)c2ccccc2C1=O
27) COc1ccc(NC(=O)COC(=O)c2ccc(S(=O)(=O)N3CC(C)CC(C)C3)cc2)cc1OC (stereo not given)
28) CC(=O)N1c2ccc(S(=O)(=O)NCCC(=O)Nc3ccc(Cl)cc3)cc2CC1C (stereo not given)
assay / compound | 19 | 20 | 21 | 22 | 23 | 24 | 25 | 26 | 27 | 28
KCNH2 WT inh | 2 | 4 | -13 | -15 | -5 | -16 | -9 | -6 | -11 | -4
KCNH2 3.1 inh | 3 | 3 | 14 | 8 | -7 | -2 | 12 | -6 | -12 | -4

29) CCOC(=O)C1CCN(C(=O)c2ccc(NS(=O)(=O)c3ccc4[nH]c(=O)[nH]c4c3)cc2)CC1
30) C#CCN(C[C@H]1[C@H](OC(=O)NCc2ccccc2F)[C@H](OC(=O)NCc2ccccc2F)C[C@@H](C(=O)OC)[C@H]1C(=O)OC)S(=O)(=O)c1ccc(C)cc1
31) O=C(Cc1ccccc1F)Nc1cc(S(=O)(=O)N2CCCCC2)ccc1N1CCOCC1
32) Nc1ccn(CCCNCC(c2ccccc2)c2ccccc2)c(=O)n1
33) CCOc1ccc(NC(=O)CN2CCN(c3ccc(F)cc3)CC2)cc1S(=O)(=O)N1CCCC1
34) CC1=C(C(=O)N2CCOCC2)CC(CC(=O)NCc2ccco2)C(=O)N1Cc1ccc(C(C)(C)C)cc1 (stereo not given)
assay / compound | 29 | 30 | 31 | 32 | 33 | 34
KCNH2 WT inh | 0 | -9 | 0 | 3 | -2 | 23
KCNH2 3.1 inh | -12 | -24 | -12 | -28 | 2 | -7

Other compounds.
cpd | canonical_smiles | KCNH2 WT inh | KCNH2 3.1 inh
37 | C[C@@H]1CN([C@@H](C)CO)S(=O)(=O)c2ccc(Br)cc2O[C@H]1CN(C)Cc1ccc(-c2ccccc2)cc1 | 7 | -9
38 | O=C(COC(=O)CCc1c[nH]c2ccccc12)Nc1cccc(Cl)c1 | -8 | -7
39 | CN(C)C(CNC(=O)c1sc2ccccc2c1Cl)c1ccco1 (stereo not given) | 6 | 9
40 | C[C@@H]1CN([C@H](C)CO)C(=O)c2cc(/C=C/c3ccccc3)cnc2O[C@H]1CN(C)C(=O)NC1CCCCC1 | 0 | -4
41 | CC(c1ccon1)N(C)C(=O)c1cccc(OC2CCN(S(C)(=O)=O)CC2)c1 (stereo not given) | -6 | -2
42 | COc1ccc(Cl)cc1NC(=O)CN(C)C(=O)c1cn(-c2ccccc2)nc1-c1cccs1 | 10 | -10
43 | O=S(=O)(Nc1ccc2c3c(cccc13)CC2)c1ccccc1 | 3 | -2
44 | Cc1ccc2c(c1)CO[C@@]21O[C@H](CCO)C[C@H](O)[C@H]1O | -5 | -19
45 | CC1C(=O)N(Cc2cn(CCC3OCCO3)nn2)CCS(=O)(=O)N1Cc1ccc(-c2ccc(Cl)cc2)cc1 (stereo not given) | -8 | -33
46 | FC(F)c1nc2nc(Cl)c(Cl)nc2[nH]1 | -2 | 9
47 | O=C(CSc1nc(=O)n(CCN2CCOCC2)c2c1CCCC2)Nc1ccccc1Cl | 4 | 5
48 | CNS(=O)(=O)c1ccc(CNC[C@H]2O[C@@H](n3ccc(N)nc3=O)[C@H](O)[C@@H]2O)cc1 | -4 | 6
49 | Cc1csc(SCC(=O)Nc2ccc(CC#N)cc2)n1 | -1 | 15
50 | Cc1ccc(C(=O)C2=C(O)C(=O)N(Cc3cccnc3)C2c2cccc(Oc3ccccc3)c2)o1 (stereo not given) | -13 | -3
51 | COc1ccccc1NC(=O)COC(=O)c1ccc2c(=O)n3c(nc2c1)CCC3 | -13 | 21
52 | COc1ccc(S(=O)(=O)NCc2ccccn2)cc1C | 0 | 3
53 | O=P(C(=S)Nc1ccccc1Cl)(c1ccccc1)c1ccccc1 | -7 | -9
54 | CC(C)N1CC2(CC(c3ccccc3C(F)(F)F)=NO2)CN1C(=O)c1ccc(C(C)(C)C)cc1 (stereo not given) | -13 | -5
55 | O=C(CN1C(=O)CSc2ccc(S(=O)(=O)N3CCOCC3)cc21)NCCc1ccccc1 | -5 | -14
56 | COC(=O)c1cccc(NC(=O)/C(=C\c2ccco2)NC(=O)c2ccco2)c1 | 4 | 5
57 | C[C@@H]1CN([C@H](C)CO)C(=O)c2c(c3ccccc3n2C)-c2ccccc2CO[C@H]1CN(C)C(=O)Nc1ccccc1 | 5 | 1
58 | COc1cc(/C=C/C(=O)OCC(=O)N2CCCCCC2)cc(OC)c1OC | -2 | -10
59 | C[C@H]1Cn2cnc(C(=O)NCC(=O)OC(C)(C)C)c2C(=O)N1 | -2 | 5
60 | CCSCC(C)(C)n1[nH]c2ccccc2c1=O | -2 | 9
61 | Cc1cc2ncn(S(=O)(=O)c3ccc(S(N)(=O)=O)cc3)c2cc1C | -46 | 6
62 | C[C@@H]1CN([C@@H](C)CO)S(=O)(=O)c2ccc(Br)cc2O[C@H]1CN(C)C(=O)Nc1ccc2c(c1)OCO2 | -8 | -37
63 | O=C(COC(=O)/C=C/c1ccc2ccccc2n1)NNC(=O)c1ccccc1 | 2 | 5
64 | C[C@@H]1CN([C@H](C)CO)C(=O)CCCn2nncc2CO[C@H]1CN(C)S(=O)(=O)c1cn(C)cn1 | 7 | -22
65 | COc1ccccc1-c1ccccc1C1=CC(=O)CC(C)(C)C1=O | -5 | -3
66 | CCN(CC)C(=O)c1nc(-c2cccc3ccccc23)no1 | -6 | 13
67 | C[C@@H]1ON(C)[C@H]2C[C@H]3c4[nH]c5ccc(-c6ccc7c(c6)OCO7)cc5c4CCN3C(=O)[C@@H]12 | 4 | -10
68 | CC(C)C(C(=O)O)N1C(=O)C2C3CCC(C3)C2C1=O (stereo not given) | -1 | 1
69 | CC(C)C1C(=O)N(Cc2cn(CCC3OCCCO3)nn2)CCS(=O)(=O)N1Cc1ccc(-c2cccc(CO)c2)cc1 (stereo not given) | -11 | -12
70 | Cc1nc2ccc(Cl)cn2c1[N+](=O)[O-] | 15 | 6
71 | C[C@@H]1CN([C@@H](C)CO)C(=O)c2cc(C#Cc3cccc(F)c3)cnc2O[C@H]1CN(C)C(=O)C1CCCCC1 | -1 | -14
72 | O=S1(=O)CCN(CCCCc2ccccc2)CC1 | 6 | 2
73 | C[C@@H]1CN([C@@H](C)CO)C(=O)c2cc(Br)cnc2O[C@@H]1CN(C)Cc1ccc(Oc2ccccc2)cc1 | -3 | -14
74 | O=C(/C=C/c1cccc(Cl)c1)OCC(=O)c1ccc[nH]1 | -5 | 23
75 | COc1cccc(C(=O)c2ccccc2NC(C)=O)c1 | -25 | 8
76 | COc1ccc(-c2ccc(CN3C(C(C)C)C(=O)N(Cc4cn(CC5CCCCC5)nn4)CCS3(=O)=O)cc2)cc1OC (stereo not given) | -2 | 8
77 | CC1C2CCC(C2)C1OC(=O)c1ccccc1C(=O)O (stereo not given) | 3 | 0
78 | CC(C)COC(=O)N(C)C[C@@H]1OCc2cnnn2CCCC(=O)N([C@@H](C)CO)C[C@@H]1C | -22 | -21
79 | CC(=O)Nc1ccc(S(=O)(=O)NCCC(=O)NCc2ccco2)cc1 | -9 | 18
80 | CCn1c(CN2CCC(C)CC2)nc2cc(S(=O)(=O)N3CCCCC3)ccc21 | 9 | 5
81 | C[C@@H]1CN([C@@H](C)CO)C(=O)c2cc(NC(=O)C3CCCCC3)ccc2O[C@@H](C)CCCCO[C@H]1CN(C)S(=O)(=O)c1ccc(Cl)cc1 | 0 | -13
82 | COc1ccc(S(=O)(=O)N(C)C)cc1NC(=O)COc1ccc2c(c1)CCC2 | 19 | -7
83 | COc1ccc(CCNC(=O)CSC2=NS(=O)(=O)c3cc(F)ccc3N2)cc1OC | 4 | 1
84 | C[C@H]1CN([C@@H](C)CO)C(=O)c2cc(Br)cnc2O[C@H]1CN(C)Cc1ccc(Oc2ccccc2)cc1 | 27 | -15
85 | Cn1c(=O)c2c(ncn2CC(=O)OCC(=O)NCc2ccc(F)cc2)n(C)c1=O | -4 | 10
86 | CCn1cc(/C=C(\NC(=O)c2cc(OC)c(OC)c(OC)c2)C(=O)N2CCOCC2)c2ccccc21 | 0 | 0
87 | COc1ccc(Cn2ccnc2SCC(=O)Nc2ccc(F)cc2F)cc1 | -2 | -5
